M. tuberculosis: growth inhibition of non-replicating M. tuberculosis (AID 488890); Mycobacterium tuberculosis non-replicating, growth inhibition; higher % means a stronger effect; 0.39% of 320,000 active; inhibition, % at 25 µM; hits with a dose series show IC50 in µM; in the data active = a potency from the dose series; inconclusive = inhibition mostly from about 82% at the one dose, without a potency; inactive = the rest, 99 in 100 with inhibition below about 76%;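 note: plate controls were DMSO cells for no effect and high antibiotic wells for full effect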
inhibitors of VEEV: inhibitors of VEEV TC-83 cytopathic effect, confirmation, Vero cells (AID 588727) | Vero cells, VEEV TC-83 cytopathic effect inhibition; higher % means a stronger effect | one-dose inhibition, % at 20 µM; IC50 in µM for titrated hits | 0.13% of 350,000 active; in the data active = a potency from the dose series; inconclusive = inhibition mostly from about 14% at the one dose, without a potency; inactive = the rest, 99 in 100 with inhibition below about 12%; note: strong numbers were not always called active
influenza NS1A: NS1A inhibition, H1N1 influenza, cell based functional assay (AID 504329) | NS1A functional cell-based assay, percent inhibition; higher % means a stronger effect | inhibition, % at 12.5 µM, or IC50 in µM where a hit was titrated | 0.3% of 340,000 active; in the data active = a potency from the dose series; inconclusive = inhibition above about 27% without an active follow-up result; note: strong numbers were not always called active
H37Rv inhibition: M. tuberculosis growth inhibition, HTS (AID 449762); M. tuberculosis H37Rv growth inhibition, 7H9 media; higher % means a stronger effect; inhibition, % at 25 µM, or IC50 in µM where a hit was titrated; 0.59% of 330,000 active; in the data active = a potency from the dose series; inconclusive = inhibition above about 70% without an active follow-up result;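 note: bacterial growth assessed after seven days of incubation; strong numbers were not always called active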
Salmonella PhoP GFP: Inhibition of PhoP regulon, Salmonella typhi GFP reporter cells, confirmation, 4 h (AID 1850); 0.33% of 310,000 active; Salmonella Typhi PhoP-promoter GFP reporter, fluorescence, 4 h; higher % means a stronger effect; inhibition, % at 50 µM; hits with a dose series show IC50 in µM; in the data active = a potency from the dose series; inconclusive = inhibition mostly from about 25% at the one dose, without a potency; inactive = the rest, 99 in 100 with inhibition below about 19%;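 note: 0% = induced wells with vehicle and 100% = uninduced wells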
inhibitors of VEEV 10K pilot screen: second read-out of inhibitors of VEEV, no call of its own (marks repeat the call); inhibition, %; measured here: 10K pilot screen inhibition
Active calls of the source: *; i = inactive; ? = inconclusive; · = not tested or not shown; ! = not confirmed by another sample. An unsorted share of the library; any-hit rate near 1.5%.

SMILES	M. tuberculosis	inhibitors of VEEV	influenza NS1A	H37Rv inhibition	Salmonella PhoP GFP	others
O=C(NNC(=S)NCCCN1CCOCC1)c1ccncc1	3%	3.1%	-3%	-1%	11%
Cc1ccc(C)c(C(=O)N(C)CC(=O)Nc2ccccc2C(F)(F)F)c1	-11%	0.9%	2%	2%	6%
CCC(Oc1ccc(C)c(C)c1)C(=O)N1CCCN(C)CC1 (stereo unspecified)	-2%	0.1%	-5%	-7%	-5%
COc1cc(/C=C2\SC(c3ccc(C)cc3)=NC2=O)ccc1O	34%	0.3%	21%	-6%	0%
CCCc1nc(NCc2ccc3c(c2)OCO3)c2nnn(Cc3ccccc3Cl)c2n1	-24%	1.1%	15%	-4%	-3%
CCN(CC)c1ccc(/C=C(\C#N)C(N)=S)cc1	4%	2.9%	39µM*	0%	0%
O=C(CCc1nnc(CCCCc2ccccc2)o1)NC1CCCC1	26%	1.9%	-3%	2%	-1%
COc1ccccc1C(=O)Nc1nnc(SCC(=O)Nc2ccc3c(c2)oc2ccccc23)s1	8%	2.3%	19%	-2%	0%
CC(=O)c1ccc2c(c1)C1C(Cl)C(Sc3ccccc3[N+](=O)[O-])CC1C(c1ccccc1[N+](=O)[O-])N2 (stereo unspecified)	60%	7.7%	3%	1%	3%
COc1ccc(C(C)=O)cc1CSc1nc2cc(C(=O)O)ccc2c(=O)n1Cc1ccccc1	0%	1.5%	8%	-3%	-4%
CCC(C)[C@H](NC(=O)CCn1nnc2ccccc2c1=O)C(=O)O (stereo partly specified)	-18%	0.4%	-5%	-3%	6%
CC(C)NC(=O)C1CCN(c2ccc(S(=O)(=O)N3CCOCC3)cc2Cl)CC1	5%	1.6%	5%	-7%	-7%
COc1cccc(NC(=O)CN2C(=O)NC3(CCCc4ccccc43)C2=O)c1 (stereo unspecified)	7%	5.4%	0%	5%	·
C/C(=N/NC(=O)C1CC1(c1ccccc1)c1ccccc1)c1ccco1 (stereo unspecified)	2%	0.6%	0%	-8%	1%
Cc1ccc2c(c1)sc1ncc(NC(=O)c3ccc(F)cc3)c(=O)n12	-2%	·	·	3%	18%
COc1ccc(-c2[nH]ncc2CNCC(C)(C)N2CCOCC2)cc1F	0%	0.4%	-1%	-2%	-5%
O=C(Nc1ccccc1Br)C1CCN(S(=O)(=O)c2cccs2)CC1	15%	2.2%	-23%	1%	·
Nc1c(C(=O)Nc2ccccc2)c2nc3ccccc3nc2n1-c1ccc(O)cc1	19%	?	-5%	8%	1%
CCCn1nnc(NC(=O)c2ccco2)n1	-4%	0.2%	0%	-1%	-6%
CCOc1ccc(CNC(=O)c2cccc(NC(=O)C3=C(C)OCCS3)c2)cc1	24%	1.4%	6%	4%	-14%
CC(=O)Nc1ccc(S(=O)(=O)N2CCCC(C(=O)O)C2)cc1 (stereo unspecified)	2%	1.4%	-17%	1%	-6%
COc1ccccc1-n1c(=O)c2c3c(sc2n2c(SC(C)C)nnc12)CCC3	-4%	11%	1%	7%	-3%
COc1cc(/C=N/NC(=O)c2ccc(COc3ccccc3Cl)o2)cc(Br)c1O	13%	2.6%	-11%	5%	-8%
CNCCCC1c2ccccc2C=Cc2ccccc21	32%	i	8%	-5%	136µM*!
O=C(CN1C(=O)NC(CCc2ccccc2)C1=O)NC1CC1 (stereo unspecified)	-15%	2.9%	0%	-4%	19%
C=CCC1([C@@H](C)CCC)C(=O)NC(=O)NC1=O	-3%	0.6%	-6%	-4%	·
O=C(/C=C/Nc1ccccc1C(F)(F)F)c1ccco1	0%	2.4%	-4%	16%	4%
O=C(c1ccc(OC2CCN(CCc3ccccc3)CC2)cc1)N1CCC(CO)CC1	4%	i	3%	-5%	-5%
COc1ccc(CSc2nnc(-c3ccncc3)n2N)cc1	22%	1.4%	-2%	-10%	6%
CCCCn1c(N)c(N(CCC(C)C)C(=O)CC2CCCC2)c(=O)[nH]c1=O	27%	9.6%	-3%	2%	-8%

Compounds from the list above that have an aryl thioether with sulfur outside any ring, in the order listed:
SMILES	M. tuberculosis	inhibitors of VEEV	influenza NS1A	H37Rv inhibition	Salmonella PhoP GFP	others
COc1ccccc1C(=O)Nc1nnc(SCC(=O)Nc2ccc3c(c2)oc2ccccc23)s1	8%	2.3%	19%	-2%	0%
CC(=O)c1ccc2c(c1)C1C(Cl)C(Sc3ccccc3[N+](=O)[O-])CC1C(c1ccccc1[N+](=O)[O-])N2 (stereo unspecified)	60%	7.7%	3%	1%	3%
COc1ccc(C(C)=O)cc1CSc1nc2cc(C(=O)O)ccc2c(=O)n1Cc1ccccc1	0%	1.5%	8%	-3%	-4%
COc1ccccc1-n1c(=O)c2c3c(sc2n2c(SC(C)C)nnc12)CCC3	-4%	11%	1%	7%	-3%
COc1ccc(CSc2nnc(-c3ccncc3)n2N)cc1	22%	1.4%	-2%	-10%	6%

More records follow:
SMILES	M. tuberculosis	inhibitors of VEEV	influenza NS1A	H37Rv inhibition	Salmonella PhoP GFP	others
COCCOc1cc(N2C(=O)CSCC2=O)c(Cl)cc1Cl	-7%	i	-4%	6%	-1%
CCN(CCCNC(=O)c1c(C)cc(=O)oc1C)c1cccc(C)c1	9%	i	-3%	3%	0%
CC(C)c1cc(C(=O)NNC(=S)NC2CCCCC2)cs1	2%	1.6%	9%	0%	-6%
O=C(Nc1cc(Cl)ccc1O)C1CC(c2c(F)cccc2Cl)=NO1 (stereo unspecified)	21%	3.7%	-5%	36%	-7%
COC(=O)c1cc(C(=O)N2CCN(c3ccccc3OC)CC2)cc([N+](=O)[O-])c1	-22%	10.0%	-19%	-4%	2%
CC(C)C(=O)Nc1nnc(SCC(=O)NCc2ccco2)s1	11%	1.3%	1%	-6%	5%
COCCNC(=O)c1cc(-c2ccccc2)n(CC2CC(c3ccc(OC)cc3)=NO2)n1 (stereo unspecified)	12%	3.3%	0%	4%	2%	inhibitors of VEEV 10K pilot screen=13
C=CCC[C@@H](Cc1ccc(F)cc1)C(=O)OC[C@H](Cc1c[nH]c2ccccc12)NC(=O)[C@@H](CC=C)CC(=O)N(CCO)Cc1ccccc1	15%	i	-2%	3%	·
CN1CCN(c2ncnc3c2[nH]c2ccc(F)cc23)CC1	-13%	11%	-23%	7%	4%
Cc1ccc(C(=O)C2=C(O)C(=O)N(Cc3cccnc3)C2c2ccc(Cl)c(Cl)c2)o1 (stereo unspecified)	-5%	0.3%	10%	-11%	1%
COC(=O)c1cccc(C(=O)N2CCCC(C(=O)c3cc(F)ccc3F)C2)c1 (stereo unspecified)	10%	4.6%	-5%	3%	0%
CN(CC(=O)Nc1cccc2ccccc12)C(=O)/C=C/c1cccs1	9%	i	-2%	5%	6%
CCOC(=O)CSc1nc2c(c(=O)[nH]c(=O)n2C)n1CCc1ccccc1	3%	0.5%	-8%	12%	-2%
CC(=C\C(=O)O)/C(=C/c1ccc(C)o1)C(=O)O	-10%	i	1%	2%	3%	inhibitors of VEEV 10K pilot screen=0.8
COCC(=O)Nc1cc([N+](=O)[O-])ccc1OC	-11%	3.5%	-2%	9%	-9%
CCCSc1nc(SCC(=O)NCc2ccccc2)c2c3c(sc2n1)COC(C)(C)C3	1%	2.6%	-8%	12%	5%
C=CCn1c(SC2CCOC2=O)nc2sc(CC)cc2c1=O (stereo unspecified)	10%	1.7%	-4%	-6%	5%
Cc1c(C(=O)N(C)C)c2ccc(Cl)cc2n1O	1%	0.2%	1%	-2%	-5%
Cc1ccc2cc(C=O)c(N3CCOCC3)nc2c1C	37%	0.4%	-2%	?	2%
COc1ccc(OC)c2sc(NC(=O)CCSc3ccccc3)nc12	15%	i	-11%	-5%	-10%
COc1ccc(-n2c(NN)nc3sc4c(c3c2=O)CCCC4)cc1	1%	4.8%	6%	12%	-6%
CCc1nc(Nc2ccccc2O)c2oc3ccccc3c2n1	4%	i	-46%	17%	5%
CCOC(=O)C(NC(=O)c1ccc(OC)cc1)(N1CCOCC1)C(F)(F)F (stereo unspecified)	-8%	i	-2%	-5%	-3%
NC(=S)N/N=C/c1ccccc1[N+](=O)[O-]	67%	0.3%	-1%	-1%	10%
O=c1/c(=C/c2ccco2)sc2n1CN(c1cccc(Br)c1)CN=2	-4%	i	1%	-4%	1%
CN(C)/C=N/c1ncc(C(=O)c2ccc3ccccc3c2)s1	16%	i	-5%	-21%	14%
O=C1NC(=O)C(=Cc2ccc(Oc3ccc([N+](=O)[O-])cc3)cc2)C(=O)N1	i	5.4%	5%	9%	-21%
CNC(=O)N1c2ccccc2CCc2ccccc21	-11%	0.6%	-9%	-7%	3%
CCCCn1c(N)c(N(CC(C)C)C(=O)c2ccc3c(c2)NC(=O)C(C)S3)c(=O)[nH]c1=O (stereo unspecified)	-1%	3.4%	-10%	-9%	-8%
O=C(NC1CC1)C1CCN(Cc2cnn(-c3ccccc3)c2-n2cccc2)CC1	10%	3.5%	3%	-3%	-10%

Sorted by length of the SMILES (falling): part of the list above.
SMILES	M. tuberculosis	inhibitors of VEEV	influenza NS1A	H37Rv inhibition	Salmonella PhoP GFP	others
COc1ccc(OC)c2sc(NC(=O)CCSc3ccccc3)nc12	15%	i	-11%	-5%	-10%
Cc1ccc2cc(C=O)c(N3CCOCC3)nc2c1C	37%	0.4%	-2%	?	2%
CNC(=O)N1c2ccccc2CCc2ccccc21	-11%	0.6%	-9%	-7%	3%

A section from the list above, as a working copy:
SMILES	M. tuberculosis	inhibitors of VEEV	influenza NS1A	H37Rv inhibition	Salmonella PhoP GFP	others
O=C(NNC(=S)NCCCN1CCOCC1)c1ccncc1	3%	3.1%	-3%	-1%	11%
Cc1ccc(C)c(C(=O)N(C)CC(=O)Nc2ccccc2C(F)(F)F)c1	-11%	0.9%	2%	2%	6%
CCC(Oc1ccc(C)c(C)c1)C(=O)N1CCCN(C)CC1 (stereo unspecified)	-2%	0.1%	-5%	-7%	-5%

Additional results
SMILES	M. tuberculosis	inhibitors of VEEV	influenza NS1A	H37Rv inhibition	Salmonella PhoP GFP	others
Cc1cc(C)cc(OCc2nc(-c3cccnc3)no2)c1	13%	4.2%	6%	-1%	1%
COc1ccc(COC(=O)Nc2cc3c(C(F)(F)F)nn(C)c3s2)cc1	5%	1.3%	19%	0%	1%
Cc1cc(F)ccc1S(=O)(=O)Nc1ncnc2scc(-c3ccc(F)cc3)c12	35%	2.1%	1%	-14%	15%
O=C(CN1C(=O)NC(c2ccccc2)(c2ccccc2)C1=O)NCc1cccs1	·	0.8%	-8%	·	·
CCCCSc1nc2c(c(=O)n1CC)SC(C)C2 (stereo unspecified)	28%	i	-1%	5%	-5%
Cc1cc(/C=N/N2CCN(C)CC2)c(C)n1-c1ccc(Cl)cc1	45%	0.3%	18%	-9%	20%
O=[N+]([O-])c1ccc2nc(SCc3cn4cc(Cl)ccc4n3)[nH]c2c1	8.2µM*	2.8%	-2%	-6%	-6%
Cc1ccc(CN2CCC(C(=O)Nc3ccc(Oc4cccnc4)cc3)CC2)cc1	·	1.3%	-8%	·	·
COc1cc(C(=O)Oc2ccccc2N)cc(OC)c1OC	-3%	1.3%	3%	-3%	-2%
CCCCOc1ccc(C(=O)N2CCN(c3ncccn3)CC2)cc1	32%	1.3%	-1%	3%	-2%
CC1CC(C)CN(C(=O)CSc2nnc(-c3ccc(Cl)s3)o2)C1 (stereo unspecified)	?	i	-4%	20%	15%
Cc1csc(NC(=O)Cc2ccccc2[N+](=O)[O-])n1	13%	0.4%	-6%	-9%	-11%
Cn1cc(Br)c(-c2cccc(N3C(=O)CCCC3=O)c2)n1	-36%	0.2%	1%	-7%	-6%
FC(F)(F)c1nc(N2CCN(c3ccccc3)CC2)nc2c1CCCCC2	16%	3.6%	-5%	21%	-2%
Cc1cccc(NC(=O)C2Cc3ccccc3O/C2=N\O)c1 (stereo unspecified)	5%	0.9%	-11%	1%	4%
COc1c(Br)cc([N+](=O)[O-])c(OC)c1C(=O)NC(=O)Nc1c(Cl)cccc1Cl	30%	3.0%	·	-1%	-7%
CN1c2ccccc2C(O)=C(C(=S)Nc2ccccc2)S1(=O)=O	43%	0.5%	7%	·	-1%
CC(=O)Nc1ccc(N(C(=O)CNC(=O)c2ccco2)C(C(=O)NCc2ccco2)c2ccccc2F)cc1 (stereo unspecified)	48%	0.4%	11%	14%	8%
N=C(N)c1ccc(/C=C/c2ccc(C(=N)N)cc2O)cc1	53%	i	11%	13%	38%
Cc1cc(C)c2sc(NC(=O)CN3C(=O)CCC3=O)nc2c1	-2%	1.7%	-30%	-1%	10%
CC1CC(C)CN(S(=O)(=O)c2ccc(C(=O)N3CCOCC3)cc2)C1 (stereo unspecified)	-6%	i	18%	-19%	-10%
CN(Cc1ccccc1)S(=O)(=O)c1ccc(NC(=O)C2CCCCC2C(=O)O)cc1 (stereo unspecified)	-1%	8.2%	-8%	-4%	·
O=c1c2ccccc2c(C=Nc2cccc(S(=O)(=O)NC3=NCCCCC3)c2)c(O)n1Cc1ccccc1	10%	1.0%	-5%	0%	9%
